# MmCpn inh = M. maripaludis TRiC chaperonin inhibition; AID 504842; Potency, µM (titrated, usually from 76.9 µM), for inactives: top-dose activity, negative = inhibition, hits mostly inhibitors; actives 0.031% (n = 330,000); purified Mm-Cpn ATPase, ADP Transcreener TR-FRET; note: potency is the fitted concentration of half-maximal effect; % is set by controls: 0 for no effect and ±100 for the full control effect; nearly all actives have a fitted effect of over 80% in size
#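 Eu-cryptate anti-ADP/ADP-d2 competition gives a ratio inversely related to ADP. Enzyme at 25 nM was pre-exposed to compound for 10 min, then given 10 uM ATP for 30 min, 37°C throughout.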
# Nrf2 activator = activators of Nrf2 (ARE) signaling; AREc32 ARE-luciferase reporter (MCF7-derived line), luminescence, 24 h; actives 0.31% (n = 410,000); AID 624171; Potency, µM (top dose mostly 46.1 µM), inactives show top-dose activation, usual class: activators; note: potency is the fitted concentration of half-maximal effect; % of control where 0% means no effect; nearly all actives have a fitted effect of over 65% in size
#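 AREc32 cells carrying an ARE-driven firefly luciferase reporter were seeded at 1000 cells/well in OPTI-MEM with 5% FBS, then exposed to compound for 24 hr at 37 deg C. Luminescence was read with Steady-Glo after 30 min at RT.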
# Akt phos inh = inhibitors of Akt phosphorylation | Neuro2A IGF-stimulated pAkt S473 HTRF, 20 min; stronger effect = lower value | activity change, % for hits at 50 µM | actives 0.32% (n = 360,000); in the data active = activity change below about -80%; inconclusive = mostly about -51% to -80%; note: % is set by controls: 0 for no effect and ±100 for the full control effect
#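 Neuro2A cells in DMEM with 0.5% FBS, overnight at 37 deg C, given compound at single 50 µM final, then IGF (6 nM final) for 20 min at 37 deg C. Lysed; phospho-Akt Ser473 by HTRF after 24 h, 665/615 ratio.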
# EPAC2 antagonist = blocks human EPAC2 exchange factor; Q8WZA2; EPAC2 GEF exchange of Rap1B-BODIPY-GDP, fluorescence; Potency, µM (top dose mostly 114 µM), without a hit: top-dose activity, negative = inhibition, usual class: inhibitors; actives 0.18% (n = 360,000); AID 720708; note: potency is the fitted concentration of half-maximal effect; % is set by controls: 0 for no effect and ±100 for the full control effect; nearly all actives have a fitted effect of over 45% in size; many of its hits are not listed in these tables
# Target sequence (Q8WZA2 whole entry, looked up): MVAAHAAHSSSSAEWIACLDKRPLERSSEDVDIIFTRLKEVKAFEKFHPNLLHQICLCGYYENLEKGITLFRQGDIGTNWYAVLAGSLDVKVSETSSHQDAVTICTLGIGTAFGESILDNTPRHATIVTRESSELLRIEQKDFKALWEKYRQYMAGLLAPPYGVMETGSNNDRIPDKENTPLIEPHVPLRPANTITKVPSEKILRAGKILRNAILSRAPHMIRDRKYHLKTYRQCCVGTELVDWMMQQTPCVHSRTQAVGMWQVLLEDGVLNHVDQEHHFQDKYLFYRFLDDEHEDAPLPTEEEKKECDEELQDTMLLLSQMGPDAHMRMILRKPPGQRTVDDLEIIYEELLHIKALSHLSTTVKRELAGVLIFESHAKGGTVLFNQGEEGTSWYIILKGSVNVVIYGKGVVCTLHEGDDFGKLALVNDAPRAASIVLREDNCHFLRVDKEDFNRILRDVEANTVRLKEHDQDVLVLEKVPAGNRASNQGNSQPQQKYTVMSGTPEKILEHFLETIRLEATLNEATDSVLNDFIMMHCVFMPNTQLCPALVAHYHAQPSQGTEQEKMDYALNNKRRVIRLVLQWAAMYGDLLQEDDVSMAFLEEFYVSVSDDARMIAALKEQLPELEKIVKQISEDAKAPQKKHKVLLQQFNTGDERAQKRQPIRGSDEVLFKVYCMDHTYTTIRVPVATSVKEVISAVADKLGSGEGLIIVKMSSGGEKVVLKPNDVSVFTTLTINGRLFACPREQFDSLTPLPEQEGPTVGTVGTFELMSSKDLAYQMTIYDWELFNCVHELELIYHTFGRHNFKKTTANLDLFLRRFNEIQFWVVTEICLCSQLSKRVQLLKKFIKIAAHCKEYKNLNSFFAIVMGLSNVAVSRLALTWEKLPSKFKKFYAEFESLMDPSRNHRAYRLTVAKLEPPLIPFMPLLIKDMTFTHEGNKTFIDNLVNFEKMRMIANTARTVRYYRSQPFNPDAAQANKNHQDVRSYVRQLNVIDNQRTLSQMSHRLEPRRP
# CCT modulator = changes cytosolic chaperonin activity. purified chaperonin ATPase assay, HTRF ADP detection, 30 min. activity change, % (no concentration beside the values), hits read low. actives 0.3% (n = 360,000). AID 651819; in the data active = activity change below about -30%; note: % is set by controls: 0 for no effect and ±100 for the full control effect
#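 Nucleotide hydrolysis assay: TRiC at 20–40 nM final (set by batch activity) with 10 uM ATP, 30 min at 37 °C, in presence of 76 uM compound. Detection by competitive ADP HTRF, 30 min ambient.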
# Nrf2 inh = Nrf2 pathway inhibition; A549 ARE-Fluc reporter, luciferase luminescence, 18-24 h; Potency, µM (top dose mostly 46 µM), for the others: at the top dose activity change, negative = inhibition, usual class: inhibitors; actives 2.1% (n = 360,000); note: potency is the fitted concentration of half-maximal effect; % is set by controls: 0 for no effect and ±100 for the full control effect; nearly all actives have a fitted effect of over 60% in size
#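 Nrf2 function is reported as luminescence of an ARE-controlled luciferase in A549 cells. Compounds were tested at several concentrations, and a CellTiter-Fluor read on the same wells flagged cytotoxicity.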
# EPAC2 agonist = activates human EPAC2 exchange factor; Potency, µM (doses to about 154 µM), inactives show at the top dose activation, hits mostly activators; Q8WZA2; EPAC2 activation, biochemical qHTS; response scale: 100% = 6.5 mM cAMP response; actives 0.079% (n = 360,000); note: potency is the fitted concentration of half-maximal effect; nearly all actives have a fitted effect of over 50% in size
#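 Compounds were added across a concentration range to EPAC2 (100 nM), RAP1B-BODIPY-GDP (250 nM) and GDP (50 uM). After 5 min at room temperature, fluorescence was recorded at 5-min intervals for 30 min.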
# TGFb inhibitor = TGF-b pathway inhibition. HepG2 CAGA-GFP TGF-b/SMAD3 reporter, GFP fluorescence, 18 h; TGF-beta stimulated, 500 pg/mL final. Potency, µM (series often up to 46.1 µM), inactives show at the highest dose activity, negative = inhibition, hits mostly inhibitors. actives 1.2% (n = 410,000); note: potency is the fitted concentration of half-maximal effect; % is set by controls: 0 for no effect and ±100 for the full control effect; nearly all actives have a fitted effect of over 65% in size
#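 First, reporter cells (HEPG2 CAGA-GFP) rested 2 h at 37 degrees C. Next, compounds were pinned in and TGF-beta added to 500 pg/mL final. After 18 h, GFP was imaged per cell and summed per well.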
# A549 viability = counter-screen for Nrf2 inhibitors: cytotoxicity in A549 cells; A549 ARE-Fluc cells, CellTiter-Fluor viability, 18-24 h; Potency, µM (titrated, usually from 46 µM), without a hit: at the highest dose activity change, negative = cytotoxicity, most hits filed as inhibitors; actives 0.16% (n = 390,000); note: potency is the fitted concentration of half-maximal effect; % is set by controls: 0 for no effect and ±100 for the full control effect
#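 Cytotoxicity counterscreen: CellTiter-Fluor fluorescence was measured in A549 ARE_Fluc cells after 18-24 h of compound exposure in a concentration series. The subsequent BugLite luminescent read reports ARE-luciferase activity.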
# * = called active by the depositor; i = inactive; ? = inconclusive; . = no result given; & = joins results of further samples; [ ] = remark or other dose. Unless noted, calls come from the whole dose curve; as a rule, active = well fitted curve in the direction sought with a large enough effect; inconclusive = small, poorly fitted or top-dose-only effect, or another doubt; inactive = no such curve, though single readings can be large; an effect the other way counts as inactive or inconclusive. Some of the compounds tested, so the mix of outcomes need not match the whole.
entry	structure	MmCpn inh	Nrf2 activator	Akt phos inh	EPAC2 antagonist	CCT modulator
1	CCc1c(C)nc2ncnn2c1Nc1ccc(C(C)=O)cc1	0%	3.3%	i	-2%	-0.4
2	CCOC1CCc2c(C)nc(N)nc2S1 (stereo not given)	2%	-0.4%	i	4%	-3.0
3	NC(=O)c1ccccc1NS(=O)(=O)Cc1ccc(Cl)cc1	0%	-0.5%	i	15%	-4.0
4	O=C(CCNC(=O)c1ccccc1Cl)Nc1cc(S(=O)(=O)N2CCOCC2)ccc1N1CCOCC1	-2%	0.3%	i	-8%	-0.7
5	Cc1ccc(Nc2ncnc3c2nnn3Cc2ccccc2)cc1	-3%	9.7%	i	10%	0.6
6	CC(C)c1ccc(NC(=O)c2cn(C3CCCCC3)c(=O)c3c2c2ccccc2n3C)cc1	.	0.8%	.	.	.
7	CC(=O)NN1C(=O)c2ccccc2NC1c1ccccc1O (stereo not given)	-3%	-0.3%	i	7%	0.8
8	CCCC(=O)C1CCN(Cc2ccccc2)CC1	-2%	-0.1%	i	-13%	-0.1
9	CC(C)C(CCN1C(=O)CCC1=O)C1CCOC(C)(C)C1 (stereo not given)	-2%	-0.1%	i	-3%	-0.1
10	Cc1cc(C(=O)NC2CC2)c2ccccc2n1	3%	0.4%	i	6%	-2.3
11	COc1ccccc1Nc1nn2c(=O)c3ccc(C(=O)N4CCC(C)CC4)cc3nc2s1	0%	0.7%&1.0%	i	-7%	-0.4
12	CCOCCOC(=O)C1=C(C)N(C)C(=O)NC1c1cc(Cl)c(O)c(OC)c1 (stereo not given)	2%	2.2%	i	-10%	-0.1
13	CN(C)CCN(C(=O)c1ccc2c(c1)CCCC2)c1nc2cc3c(cc2s1)OCCO3	2%	0.3%	i	-18%	0.8
14	CCOC(=O)c1ccc(NC(=O)CSc2nnc(-c3cccs3)n2CC)cc1	-7%	-0.9%	i	3%	-3.7
15	O=C(COc1ccc(Cl)cc1)Nc1ccc2[nH]ncc2c1	0%	-0.1%	i	1%	2.8

entry	Nrf2 inh	EPAC2 agonist	TGFb inhibitor	A549 viability
1	6%	5%	3%	-1%
2	-2%	-1%	-23%	4%
3	-14%	-3%	-1%	0%[1.84 µM]
4	6%	4%	11%	-5%
5	16%	0%	6%	0%
6	6%	.	-8%	0%
7	-8%	7%	4%	-2%
8	-18%	2%	4%	-1%
9	0%	9%	-3%	0%
10	16%	7%	-2%	4%
11	-15%&-3%	-2%	-28%&4%	1%&-2%
12	10%	0%	-2%	2%
13	14%	7%	-22%	?
14	-17%	-6%	0%	0%
15	-23%	10%	35%[activator]	6%

# Entries of single compounds from above. Values in the order: MmCpn inh	Nrf2 activator	Akt phos inh	EPAC2 antagonist	CCT modulator	Nrf2 inh	EPAC2 agonist	TGFb inhibitor	A549 viability
# Results for CC(=O)NN1C(=O)c2ccccc2NC1c1ccccc1O (stereo not given) → -3%	-0.3%	i	7%	0.8	-8%	7%	4%	-2%
# Results for O=C(COc1ccc(Cl)cc1)Nc1ccc2[nH]ncc2c1 → 0%	-0.1%	i	1%	2.8	-23%	10%	35%[activator]	6%
# Results for CCOC1CCc2c(C)nc(N)nc2S1 (stereo not given) → 2%	-0.4%	i	4%	-3.0	-2%	-1%	-23%	4%
# Results for COc1ccccc1Nc1nn2c(=O)c3ccc(C(=O)N4CCC(C)CC4)cc3nc2s1 → 0%	0.7%&1.0%	i	-7%	-0.4	-15%&-3%	-2%	-28%&4%	1%&-2%

# (further entries)
entry	structure	MmCpn inh	Nrf2 activator	Akt phos inh	EPAC2 antagonist	CCT modulator
16	COc1ccc(/C=C2\SC(=S)N(C(Cc3ccccc3)C(=O)O)C2=O)cc1 (stereo not given)	1%	0.7%	i	?	-4.2
17	O=C(CSc1nc2cc(Cl)ccc2o1)N1CCOCC1	-2%	5.1%	i	11%	-31*
18	Cc1cccc(NC(=S)N(CCCN2CCCC2)Cc2cccn2Cc2ccc(Cl)cc2)c1	1%	10%	i	-2%	-0.4
19	N#C/C(=C\c1c(N2CCN(c3ccccc3)CC2)nc2ccccn2c1=O)C(N)=O	3%	9.7%	i	-15%	-1.8
20	CN1C[C@@H]2C[C@@H](C3=Cc4cc(Cl)ccc4OC3)N3CCC[C@@]23C1=O	1%	7.3%	i	2%	0.4
21	N=C(N)Sc1nc(N2CCCCC2)nc(N2CCCCC2)n1	4%	-0.5%	i	0%	-0.4
22	CC1(C)CC(=O)C/C(=N\NC(=O)C2CC2c2ccccc2)C1 (stereo not given)	2%	0.3%	i	0%	-1.8
23	Cc1nc2ccccc2nc1OCc1ccccc1	2%	3.9%[9.22 µM]	i	-3%	-0.7
24	Cc1ccc(CN2CCN(Cc3cc4ccccc4o3)CC2CCO)cc1 (stereo not given)	-4%	-0.6%	i	-11%	0.9
25	COc1ccc(NC(=S)N/C(=N/CS(=O)(=O)c2ccccc2)c2ccccc2)cc1	0%	0.5%	i	-3%	-2.5
26	Clc1cccc(-c2noc3ncnc(Nc4ccc5c(c4)OCO5)c23)c1	2%	-0.2%	i	11%	0.7
27	CC1(C)CC(=O)c2cc(C(=O)NCc3ccco3)c(=O)n(-c3ccccc3)c2C1	1%	6.3%	i	7%	-1.8
28	CC(=O)NCC(=O)OC(C(=O)c1ccccc1)c1ccc(Cl)cc1 (stereo not given)	-1%	-0.6%	i	-19%	2.0
29	COc1cccc2cc(C(=O)NCc3ccc(Cl)cc3)c(=O)oc12	-2%	5.7%	i	-12%	-0.1
30	O=C1OCC2=C1C(c1ccc(Cl)cc1)CC(=O)N2c1ccc(F)cc1 (stereo not given)	1%	-0.2%	i	12%	-3.8

entry	Nrf2 inh	EPAC2 agonist	TGFb inhibitor	A549 viability
16	0%	0%	13%	-15%
17	.	14%	-12%	7%
18	?	13%	?	?
19	7%	6%	5%	-15%
20	5%	-2%	?	2%
21	5%	2%	-5%	-4%
22	-5%	4%	0%	0%
23	20%	2%	-15%	23%
24	5%	2%	-23%	4%
25	?	25%	-15%	-6%
26	-14%	8%	13%	0%
27	3%	2%	-10%	1%
28	4%	-8%	23%	-6%
29	0%	3%	-4%	1%
30	11%	3%	5%	4%

# Remaining list, next part
entry	structure	MmCpn inh	Nrf2 activator	Akt phos inh	EPAC2 antagonist	CCT modulator
31	Cc1cccc(C)c1NC(=O)NCCSc1snnc1C	3%	-0.2%	i	2%	-3.0
32	COc1ccc(CN(C)C(=O)c2ccc(OCC(=O)Nc3cccc(C(F)(F)F)c3)c(OC)c2)c(OC)c1	1%	4.4%	i	-18%	-0.3
33	O=c1oc2c3c4c(cc2c(C(F)(F)F)c1CCN1CCOCC1)CCCN4CCC3	1%	-0.7%	-109%*	60%[activator]	-0.1
34	CCSc1nnc(NC(NC(=O)c2ccco2)(C(F)(F)F)C(F)(F)F)s1	1%	0.0%	i	7%	-0.8
35	Cc1cc(C)c(S(=O)(=O)NCC(=O)NCc2ccco2)c(C)c1	-1%	0.0%	i	0%	-1.2
36	N#CCC(=O)N/N=C/c1cn(Cc2ccc(Cl)c(Cl)c2)c2ccccc12	-2%	17%	i	-5%	-1.5
37	CCOC(=O)c1cnc(SCC(=O)NCc2cccs2)nc1N	0%	0.2%	i	12%	-5.4
38	CCC(C(=O)NCc1ccco1)N(Cc1cccs1)C(=O)CNS(=O)(=O)c1ccccc1 (stereo not given)	0%	-0.2%	.	4%	-3.9
39	Cc1cc(C)n(-c2ccc(NC(=O)C3CCN(Cc4cnc(C)s4)CC3)cc2)n1	-1%	3.7%	i	6%	-2.6
40	Cc1ccc(S(=O)(=O)c2c(C)nn(C(C)(C)C)c2OC(=O)c2ccc(Br)o2)cc1	0%	-0.8%	i	1%	0.3
41	C=C1C[C@H]2[C@@H]3CCc4cc(OC)ccc4[C@H]3CC[C@]12C	0%	-0.1%	i	-3%	1.8
42	CCCNC(=O)NC(=O)CSc1cccc(C(F)(F)F)c1	-1%	-0.6%	i	-18%	0.6
43	CN(CC(=O)NCCc1ccc(S(N)(=O)=O)cc1)S(=O)(=O)c1cccc2nsnc12	0%	0.0%	i	2%	0.8
44	COc1ccc(OC)c(S(=O)(=O)Nc2ccc(O)c(Sc3ncn[nH]3)c2)c1	?	-0.6%	i	3%	-2.8
45	Cc1ccc(NC(=O)Nc2cccs2)cc1	-1%	15%	i	-2%	1.0
46	COc1ccc(-n2nc(C(=O)O)c(=O)n(C)c2=O)cc1	.	0.1%	.	.	.
47	O=C1NC[C@H](Cc2ccccc2)N(C[C@H]2CCCN2C[C@H](Cc2ccccc2)N2C[C@H](Cc3ccccc3)N(CC3CCCCCC3)C(=O)C2=O)C1=O	.	-3.2%	i	-16%	1.1
48	O=C(CNS(=O)(=O)c1c(Cl)cccc1Cl)N1CCCCCC1	0%	2.1%	i	0%	0.0

entry	Nrf2 inh	EPAC2 agonist	TGFb inhibitor	A549 viability
31	0%	1%	4%	0%
32	16µM*	-6%	?	-21%
33	5%	112µM*	20%	4%
34	1%	10%	23%	-6%
35	-5%	6%	1%	0%
36	?	4%	?	?
37	11%	2%	0%	-3%
38	4%	-1%	0%	-8%
39	-9%	11%	-8%	3%
40	?	0%	?	?
41	4%	3%	1%	2%
42	-2%	3%	21%	0%
43	0%	5%	3%	0%
44	7%	9%	0%	-3%
45	?	2%	-8%	10%
46	2%[9.27 µM]	.	-4%	1%
47	?	-7%	?	?
48	-23%	5%	1%	10%

# Screening data deposited in PubChem BioAssay by National Center for Advancing Translational Sciences (NCATS).
